Compound activity as filed in PubChem.
core dimer inh: HCV core protein dimerization inhibition; TR-FRET GST/Flag-core106 dimerization, 1536-well; inhibition, % at 5 µM; 300,000 compounds, 0.33% hits; AID 1899;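 active means inhibition above the mean of all tested compounds plus 3 SD, set per screening campaign, cut at about 45% in these data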
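assay system = GST-tagged and Flag-tagged HCV core protein residues 1-106 | controls = unlabelled core106 and no-GST-core106 wells | incubation = compound-protein-antibody incubation 4 h at 22.5 °C | probe or stimulus = Eu donor and XL665 acceptor anti-tag antibodies | read-out = % inhibition based on acceptor/donor emission ratio | signal = TR-FRET 671 and 617 nm emission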
GASC-1 inh: blocks human GASC-1 demethylase activity. inhibition, % at 2.35 µM. Q9H3R0. GST-JMJD2C(1-420) H3K9me3 demethylation, DELFIA europium. 330,000 compounds, 0.069% hits;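 active means more than half of a compound's replicate wells show inhibition beyond 50%, single wells judged on their own value; inconclusive means some, but no more than half, of replicates pass 50% inhibition; inactive means no replicate passes 50% inhibition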;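 further: signal counts dimethyl H3K9 product captured on neutravidin plate; 0% = median of DMSO wells and 100% = 0.3 times that DMSO median; strong numbers were not always called active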
Target sequence (Q9H3R0 1-420 limits assumed): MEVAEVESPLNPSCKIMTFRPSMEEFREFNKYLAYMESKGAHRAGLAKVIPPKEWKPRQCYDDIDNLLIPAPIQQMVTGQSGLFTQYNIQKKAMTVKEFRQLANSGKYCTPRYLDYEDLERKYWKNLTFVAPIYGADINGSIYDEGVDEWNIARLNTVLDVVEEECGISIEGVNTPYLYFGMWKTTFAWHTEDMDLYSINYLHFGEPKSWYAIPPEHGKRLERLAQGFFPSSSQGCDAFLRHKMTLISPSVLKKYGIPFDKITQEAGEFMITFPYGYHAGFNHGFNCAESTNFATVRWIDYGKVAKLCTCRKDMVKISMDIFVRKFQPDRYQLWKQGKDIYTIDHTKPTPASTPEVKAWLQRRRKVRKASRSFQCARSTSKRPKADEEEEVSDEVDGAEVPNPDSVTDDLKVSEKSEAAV
Fh CTSL1 inh: cathepsin L1 inhibition, PFM18AAP counter-screen | recombinant F. hepatica cathepsin L1, Z-Leu-Arg-MCA fluorescence | 300,000 compounds, 0.49% hits | inhibition, % at 5.96 µM;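 active means inhibition above the mean of all tested compounds plus 3 SD, set per screening campaign, cut at about 17% in these data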;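 further: 0% = plate median of test compound wells and 100% = 1 µM Z-Phe-Ala-diazomethylketone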
PP5 primary: blocks human protein phosphatase 5 activity. P53041. purified PP5c, OMFP substrate fluorescence. inhibition, % at 6.7 µM. 320,000 compounds, 0.18% hits. AID 1987;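 active means inhibition above the campaign's mean inhibition across all tested compounds plus 3 SD, cut at about 9.5% in these data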;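 further: 0% = DMSO only and 100% = 100 µM cantharidin control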
Target sequence (P53041 whole entry, looked up): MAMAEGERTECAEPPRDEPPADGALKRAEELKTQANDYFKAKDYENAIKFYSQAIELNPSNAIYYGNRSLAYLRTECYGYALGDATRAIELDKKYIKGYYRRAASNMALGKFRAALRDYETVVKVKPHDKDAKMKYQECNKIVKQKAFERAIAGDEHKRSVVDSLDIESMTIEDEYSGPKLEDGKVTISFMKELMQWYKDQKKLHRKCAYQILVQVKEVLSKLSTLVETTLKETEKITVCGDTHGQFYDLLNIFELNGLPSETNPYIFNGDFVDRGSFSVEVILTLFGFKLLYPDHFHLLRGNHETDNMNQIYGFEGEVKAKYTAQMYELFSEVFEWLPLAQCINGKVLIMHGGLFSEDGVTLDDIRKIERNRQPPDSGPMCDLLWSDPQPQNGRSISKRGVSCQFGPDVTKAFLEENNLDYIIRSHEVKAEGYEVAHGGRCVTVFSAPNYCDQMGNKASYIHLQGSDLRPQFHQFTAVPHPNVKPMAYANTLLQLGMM
PP1 counter: counter-screen for PP5 inhibitors: inhibitors of human PP1-alpha; purified PP1alpha, OMFP fluorescence; P62136; inhibition, % at 6.7 µM; 320,000 compounds, 0.9% hits;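 active means inhibition above the mean inhibition of all tested compounds plus 3 SD, computed separately for each screening campaign, cut at about 15% in these data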
Efflux pump inh: blocks antifungal efflux pumps in multiplex yeast assay. inhibition, % at 10 µM. S. cerevisiae Candida pump triplex, Nile Red efflux. 330,000 compounds, 0.44% hits;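 active means plate passing quality check with inhibition over a set limit, or well fluorescence over plate mean plus 4 SD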;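 further: Nile Red retained in pooled yeast measured as flow cytometry median fluorescence; 0% = buffer negative control and 100% = Enniatin B positive control; higher means more Nile Red kept so more efflux inhibition; some compounds called inactive have numbers as strong as hits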
LYPLA2 inh: blocks human lysophospholipase 2, a PME1 counter-screen; inhibition, % at 5.9 µM; 320,000 compounds, 0.38% hits; AID 2177; O95372; recombinant LYPLA2, FP-Rh probe fluorescence polarization;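 active means inhibition above the screen-wide mean plus 3 SD, limit set per campaign, cut at about 26% in these data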;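 further: 0% = LYPLA2 with DMSO and 100% = wells lacking LYPLA2 enzyme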
TPT1 inh: inhibitors of Candida albicans tRNA 2'-phosphotransferase TPT1. recombinant caTPT1, FP RNA substrate dephosphorylation. 300,000 compounds, 0.81% hits. inhibition, % at 5 µM;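 active means inhibition above the mean of all tested compounds plus 3 SD, set per screening campaign, cut at about 24% in these data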;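 further: plate controls were DMSO alone for no effect and ferristatin control at 100 nM for full effect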
PREPL inhibitor: human PREPL enzyme inhibition; 320,000 compounds, 0.68% hits; Q4J6C6; AID 2751; recombinant PREPL, fluorescence polarization activity-based probe; inhibition, % at 5.96 µM; in the data active means inhibition above about 43%;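 further: 0% = enzyme with DMSO and 100% = wells lacking enzyme; many of its hits are not listed in these tables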
An asterisk follows results filed as active. Only part of the results is shown, so the mix of outcomes need not match the whole.

`Cc1sc(N2CCN(S(=O)(=O)c3ccc4c(c3)NC(=O)CO4)CC2)nc1-c1ccccc1` gave core dimer inh 23, GASC-1 inh -2, Fh CTSL1 inh -1, PP5 primary 0.5, PP1 counter -4, Efflux pump inh -0.1, LYPLA2 inh 6, TPT1 inh -4 and PREPL inhibitor -1.
`COc1cc(/C=C2\SC(=S)N(CCC(=O)NCCc3ccccc3)C2=O)cc(OC)c1OC` gave core dimer inh 6, GASC-1 inh -7, Fh CTSL1 inh 2, PP5 primary 1.6, PP1 counter 2, Efflux pump inh -0.3, LYPLA2 inh -2, TPT1 inh 1 and PREPL inhibitor 8.
Cc1coc2c1c(C)cc1oc(=O)c(CC(=O)N[C@H](C(=O)O)C(C)C)c(C)c12 was read as core dimer inh 11, GASC-1 inh 1, Fh CTSL1 inh 4, PP5 primary -0.2, PP1 counter -6, Efflux pump inh 0.0, LYPLA2 inh 0, TPT1 inh -3 and PREPL inhibitor -3.
For CN(CC(=O)Nc1ccccc1Br)C(=O)c1ccc2c(=O)n3c(nc2c1)CCC3 the results were GASC-1 inh -2, PP5 primary 1.9, PP1 counter -2, Efflux pump inh -0.1, LYPLA2 inh 0 and PREPL inhibitor 3.
For COc1ccc(S(=O)(=O)N(CCN2CCOCC2)Cc2cc(OC)ccc2OC)cc1 the results were core dimer inh -3, GASC-1 inh inconclusive, Fh CTSL1 inh -1, PP5 primary 3.5, PP1 counter 2, Efflux pump inh 0.0, LYPLA2 inh 6, TPT1 inh 2 and PREPL inhibitor 4.
For O=C(Nc1ncc2c(n1)CC(c1ccccc1)CC2=O)c1ccco1 (configuration not stated) the results were core dimer inh -4, GASC-1 inh -4, Fh CTSL1 inh 1, PP5 primary 1.8, PP1 counter -4, Efflux pump inh 0.7, LYPLA2 inh -3, TPT1 inh 2 and PREPL inhibitor 23.
Cc1ccc(OCC(=O)Nc2ccc3oc(=O)ccc3c2)c(C)c1 was read as core dimer inh 9, GASC-1 inh -3, Fh CTSL1 inh 4, PP5 primary 1.7, PP1 counter -1, Efflux pump inh -0.1, LYPLA2 inh -3, TPT1 inh -1 and PREPL inhibitor 0.
CCc1nnc(NC(=O)CSc2nc(N)c(NC(=O)c3ccc(OC)cc3)c(=O)[nH]2)s1 was read as core dimer inh -3, GASC-1 inh -8, Fh CTSL1 inh -3, PP5 primary 0.7, PP1 counter 1, Efflux pump inh 0.0, LYPLA2 inh -3, TPT1 inh -4 and PREPL inhibitor 5.
Screening O=C(COC(=O)c1cc(S(=O)(=O)N2CCOCC2)ccc1Cl)NC1CC1 returned PP5 primary 2.0, PP1 counter -1, Efflux pump inh 0.0, LYPLA2 inh 5 and PREPL inhibitor 3.
For COc1ccc(C(=O)N/N=C(\C)c2ccc3c(c2)C2C=CCC2C(c2ccccc2)N3)cc1 (configuration not stated) the results were core dimer inh 67*, GASC-1 inh 10, Fh CTSL1 inh -1, PP5 primary 2.4, PP1 counter 10, Efflux pump inh -0.1, LYPLA2 inh -4, TPT1 inh 7 and PREPL inhibitor 20.
For O=c1[nH]c2ccc(S(=O)(=O)N3CCC(Cc4ccccc4)CC3)cc2o1 the results were core dimer inh 12, GASC-1 inh 7, Fh CTSL1 inh -1, PP5 primary 3.0, PP1 counter 1, Efflux pump inh 0.1, LYPLA2 inh 10, TPT1 inh 3 and PREPL inhibitor -9.
For CC1CCc2ccc(F)cc2N1S(=O)(=O)c1cccs1 (configuration not stated) the results were core dimer inh 0, GASC-1 inh 2, Fh CTSL1 inh -3, PP5 primary 3.5, PP1 counter 2, Efflux pump inh 0.1, LYPLA2 inh 0, TPT1 inh 1 and PREPL inhibitor -3.
For O=C(O)CCCCCNC(=O)CCn1nnc2ccccc2c1=O the results were core dimer inh 2, GASC-1 inh 0, Fh CTSL1 inh 2, PP5 primary 1.3, PP1 counter 0, Efflux pump inh 0.0, LYPLA2 inh 8, TPT1 inh -3 and PREPL inhibitor 7.
COc1cccc(C(=O)N2CCCc3ccccc32)c1 was read as core dimer inh 0, GASC-1 inh 7, Fh CTSL1 inh 0, PP5 primary -0.2, PP1 counter -1, Efflux pump inh 0.0, LYPLA2 inh 3, TPT1 inh 2 and PREPL inhibitor -8.
`CN(C)c1ccc(NC(=O)Nc2csc3ccccc23)cc1` gave core dimer inh -19, GASC-1 inh -17, Fh CTSL1 inh 1, PP5 primary 2.9, PP1 counter -4, Efflux pump inh 0.1, LYPLA2 inh -7, TPT1 inh 0 and PREPL inhibitor 20.
Screening COc1ccc(C2=C(C)C(N3CCN(C(=O)c4ccco4)CC3)=NS2(=O)=O)cc1 returned core dimer inh 9, GASC-1 inh 0, Fh CTSL1 inh 6, PP5 primary 0.1, PP1 counter 0, Efflux pump inh 0.1, LYPLA2 inh -1, TPT1 inh -3 and PREPL inhibitor 2.
For Clc1ccccc1-c1ncc2ccccn12 the results were core dimer inh -1, GASC-1 inh -3, Fh CTSL1 inh -4, PP5 primary 0.9, PP1 counter 2, Efflux pump inh 0.0, LYPLA2 inh 0, TPT1 inh 1 and PREPL inhibitor 3.
Screening CC1(C)CC(=O)C2(CC3=C(CC(C)(C)CC3=O)O2)C(=O)C1 returned core dimer inh 1, GASC-1 inh -1, Fh CTSL1 inh -2, PP5 primary 0.6, PP1 counter -4, Efflux pump inh -0.1, LYPLA2 inh 2, TPT1 inh -4 and PREPL inhibitor -5.
COc1ccccc1NC(=O)Cn1cnc2c(nnn2-c2ccc(C)cc2)c1=O was read as core dimer inh 6, GASC-1 inh -8, Fh CTSL1 inh 0, PP5 primary -0.8, PP1 counter -3, Efflux pump inh -0.1, LYPLA2 inh 4, TPT1 inh 1 and PREPL inhibitor 2.
CC(O)[C@H]1CC[C@H]2[C@@H]3CC[C@H]4C[C@@H](O)CC[C@]4(C)[C@H]3C(=O)C[C@]12C (some centres not stated) was read as core dimer inh -8, GASC-1 inh 0, Fh CTSL1 inh -11, PP5 primary 1.1, PP1 counter 0, Efflux pump inh -0.1, LYPLA2 inh -1, TPT1 inh 1 and PREPL inhibitor -13.
For Cc1cc[n+](CCc2ccccc2)cc1C the results were core dimer inh 2, GASC-1 inh -18, Fh CTSL1 inh 2, PP5 primary 2.0, PP1 counter -4, Efflux pump inh 0.1, LYPLA2 inh -4, TPT1 inh -2 and PREPL inhibitor 11.
`COc1ccccc1P(=O)(c1ccccc1)c1ccccc1` gave core dimer inh 1, GASC-1 inh -3, Fh CTSL1 inh -3, PP5 primary 1.1, PP1 counter -1, Efflux pump inh 0.0, LYPLA2 inh 3, TPT1 inh -2 and PREPL inhibitor 7.
Screening C[C@H](NC(=O)NC1CCCc2ccccc21)C(=O)O (some centres not stated) returned core dimer inh -2, GASC-1 inh -3, Fh CTSL1 inh -3, PP5 primary 3.4, PP1 counter 1, Efflux pump inh 0.1, LYPLA2 inh -14, TPT1 inh -3 and PREPL inhibitor 10.
Screening CC(Sc1nnc(-c2ccc(Cl)cc2Cl)n1Cc1ccccc1)C(=O)Nc1nccs1 (configuration not stated) returned core dimer inh 22, GASC-1 inh -10, Fh CTSL1 inh 1, PP5 primary 5.2, PP1 counter 7, Efflux pump inh 0.2, LYPLA2 inh 8, TPT1 inh -4 and PREPL inhibitor 4.
`O=C(Nc1ccc(F)cc1)C1CCCN(S(=O)(=O)c2cccc3nonc23)C1` (configuration not stated) gave core dimer inh -7, GASC-1 inh -14, Fh CTSL1 inh -6, PP5 primary 1.2, PP1 counter 6, Efflux pump inh 0.0, LYPLA2 inh -6, TPT1 inh 2 and PREPL inhibitor -2.
For CCCOc1cc(C)c(S(=O)(=O)n2nnc3ccccc32)cc1C the results were core dimer inh 0, GASC-1 inh 7, Fh CTSL1 inh -2, PP5 primary 1.1, PP1 counter -4, Efflux pump inh -0.3, LYPLA2 inh 0, TPT1 inh 4 and PREPL inhibitor -7.
Screening CCCCOc1ccc(Cl)cc1CSc1nnc(CC)n1N returned core dimer inh -4, GASC-1 inh -1, Fh CTSL1 inh -1, PP5 primary -0.8, PP1 counter -2, Efflux pump inh 0.2, LYPLA2 inh 7, TPT1 inh -1 and PREPL inhibitor -6.
CN1CCN(c2nc(-c3cccs3)cc(C(F)(F)F)n2)CC1 was read as core dimer inh -5, GASC-1 inh -12, Fh CTSL1 inh -1, PP5 primary -0.9, PP1 counter -1, Efflux pump inh 0.1, LYPLA2 inh 4, TPT1 inh -3 and PREPL inhibitor 0.
For CC(=O)NCC(=O)OC(C(=O)c1ccccc1)c1ccc(Cl)cc1 (configuration not stated) the results were core dimer inh -7, GASC-1 inh 6, Fh CTSL1 inh -15, PP5 primary 0.9, PP1 counter -1, Efflux pump inh -0.1, LYPLA2 inh -4, TPT1 inh 0 and PREPL inhibitor -1.
For COc1cccc(C(=O)NCCC2=CCCCC2)c1OC the results were core dimer inh -3, GASC-1 inh 13, Fh CTSL1 inh 0, PP5 primary 4.0, PP1 counter -3, Efflux pump inh 0.0, LYPLA2 inh 8, TPT1 inh -1 and PREPL inhibitor 1.
Screening CC1(C)CC(NS(=O)(=O)c2ccccc2)CC(C)(C)N1 returned core dimer inh -5, GASC-1 inh -10, Fh CTSL1 inh 0, PP5 primary 3.0, PP1 counter -1, Efflux pump inh -0.1, LYPLA2 inh 6, TPT1 inh -5 and PREPL inhibitor 16.
CCn1nc(C(=O)OC2CCOC2=O)c2ccccc2c1=O (configuration not stated) was read as core dimer inh -7, GASC-1 inh -10, Fh CTSL1 inh -2, PP5 primary -0.4, PP1 counter 1, Efflux pump inh -0.1, LYPLA2 inh 9, TPT1 inh 6 and PREPL inhibitor 1.
`COc1cccc(-c2[nH]nc3c2C(c2ccsc2)C(C#N)=C(N)O3)c1` (configuration not stated) gave core dimer inh 3, GASC-1 inh -15, Fh CTSL1 inh 5, PP5 primary 2.8, PP1 counter 11, Efflux pump inh 0.1, LYPLA2 inh 6, TPT1 inh -2 and PREPL inhibitor 13.
For Cc1c(C(=O)N2CCCCC2)c(S(=O)(=O)NCc2ccccc2Cl)c(C)n1C the results were core dimer inh -3, GASC-1 inh 0, Fh CTSL1 inh -1, PP5 primary 2.4, PP1 counter 0, Efflux pump inh -0.1, LYPLA2 inh -1, TPT1 inh -3 and PREPL inhibitor 3.
Screening CCc1oc2ccccc2c1C(=O)CCN1CCCCC1 returned core dimer inh -3, GASC-1 inh 6, Fh CTSL1 inh 4, PP5 primary 3.6, PP1 counter 4, Efflux pump inh 0.1, LYPLA2 inh 8, TPT1 inh 0 and PREPL inhibitor -2.
For Cc1cc(N)n(-c2ccccc2)n1 the results were core dimer inh -1, GASC-1 inh -10, Fh CTSL1 inh 1, PP5 primary 1.4, PP1 counter -1, Efflux pump inh 0.0, LYPLA2 inh 0, TPT1 inh -5 and PREPL inhibitor -5.
For Cc1cccc(NC(=S)N2CCC(c3nc4ccccc4o3)CC2)c1C the results were core dimer inh 9, GASC-1 inh 14, Fh CTSL1 inh 10, PP5 primary -0.5, PP1 counter 1, Efflux pump inh 0.0, LYPLA2 inh 3, TPT1 inh -2 and PREPL inhibitor 6.
For O=C1N=C(N2CCOCC2)S/C1=C1\C(=O)N(Cc2ccccc2)c2ccccc21 the results were core dimer inh -2, GASC-1 inh -20, Fh CTSL1 inh 0, PP5 primary 3.4, PP1 counter -7, Efflux pump inh 0.0, LYPLA2 inh -1, TPT1 inh 2 and PREPL inhibitor 4.
